ALOX12 inh: blocks human arachidonate 12S-lipoxygenase; purified 12hLO, xylenol orange hydroperoxide absorbance; P18054; Potency, µM (doses to about 108 µM), for the others: top-dose activity change, negative = inhibition, usual class: inhibitors; actives 1.1% (n = 580,000); also: potency is read from the fitted curve at half-maximal effect; % is scaled to controls: 0 for no effect and ±100 for the full control effect
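Purified human 12hLO (150 nM final) in 25 mM Hepes, 0.01% Triton X-100, pH 7.0 was preincubated 15 min at room temperature with compound. Then 40 uM arachidonic acid was added, 30 min. Hydroperoxide was read by Fe-XO absorbance ratio 573/405 nm.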
Vif-A3F inh: blocks the Vif interaction with APOBEC3F. actives 0.2% (n = 390,000). HeLa A3F-eYFP + Vif (tagged APOBEC3F with the HIV-1 protein that degrades it), YFP fluorescence increase. Potency, µM (titrated, usually from 46.1 µM), inactives show at the highest dose activity, negative = active; also: potency is read from the fitted curve at half-maximal effect; % of control where 0% means no effect; nearly all actives have a fitted effect of over 65% in size
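Fluorescence increase (Ex 488/Em 500-530) after overnight compound treatment at 37 deg C flags inhibition of Vif-driven A3F-eYFP loss in stable HeLa A3F-eYFP/Vif cells seeded overnight beforehand.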
ERG Ets-DNA blk: ERG Ets/DNA interaction inhibition | Potency, µM (highest dose often 76.9 µM), for inactives: at the highest dose FP activity, negative = inhibition, usual class: inhibitors | AID 624246 | actives 0.028% (n = 370,000) | fluorescence polarization, His-ERG Ets domain / labelled DNA | P11308; active = well fitted inhibition curve with a large enough effect in the polarisation, with a control signal flat; inconclusive = small, poorly fitted or top-dose-only effect, or effect the other way, or a change in a side signal; inactive = no such curve, though single readings can be large or run the other way; the % refers to the polarisation;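 also: polarization taken with two DNA probes labelled with fluorescein and Texas red; potency is read from the fitted curve at half-maximal effect; % of control where 0% means no effect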
Target sequence (P11308 whole entry, looked up, the tested form may be a part): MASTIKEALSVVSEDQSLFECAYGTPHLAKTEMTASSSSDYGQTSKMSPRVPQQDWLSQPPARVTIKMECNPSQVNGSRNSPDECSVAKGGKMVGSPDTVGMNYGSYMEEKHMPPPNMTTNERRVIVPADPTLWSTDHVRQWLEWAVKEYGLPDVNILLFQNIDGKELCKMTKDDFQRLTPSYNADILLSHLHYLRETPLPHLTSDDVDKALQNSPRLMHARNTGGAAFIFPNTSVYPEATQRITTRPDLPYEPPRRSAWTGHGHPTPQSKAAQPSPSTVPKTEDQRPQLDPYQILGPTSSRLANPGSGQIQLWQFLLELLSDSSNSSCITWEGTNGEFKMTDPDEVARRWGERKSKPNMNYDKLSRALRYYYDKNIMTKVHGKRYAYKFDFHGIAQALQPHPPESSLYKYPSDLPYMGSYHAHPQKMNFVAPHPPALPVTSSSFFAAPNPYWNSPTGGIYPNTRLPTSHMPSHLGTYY
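His-tagged ERG Ets domain (1 uM in the protein solution; 300mM KCl, 50mM Tris-HCl, 1mM EDTA, 1mM DTT, pH 7.5) received compound, then a probe mix of 5 nM fluorescein-DNA and 100nM Texas-615-DNA. Fluorescence polarization was read for both dyes.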
D2 antagonist: antagonists of human D2 dopamine receptor. HEK293 TREx D2 cells, calcium flux, dopamine EC80. P14416. actives 2% (n = 340,000). inhibition, % at 10 µM; in the data active = inhibition above about 30%; also: 0% is about no effect
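Compounds are added to dye-loaded, induced HEK293 T-REx cells coupled to calcium release via D2; after a 3 min kinetic read an EC80 dopamine stimulus is given and fluorescence is recorded for 3 more min.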
RGS4 inh: blocks human RGS4-accelerated GTP hydrolysis | Potency, µM (doses to about 114 µM), inactives show at the highest dose activity change, negative = inhibition, usual class: inhibitors | Transcreener GDP fluorescence polarization, RGS4-accelerated GTP hydrolysis | actives 0.039% (n = 390,000) | AID 504845 | P49798; also: potency is read from the fitted curve at half-maximal effect; % is scaled to controls: 0 for no effect and ±100 for the full control effect; nearly all actives have a fitted effect of over 75% in size; some results filed as inactive show a strong effect at the top dose
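MLSMR compounds (23 nl, pin-transferred) preincubated 10 min at room temperature with a 500nM (2x) first reagent, then RGS4 at 900nM (2x) plus Transcreener GDP mix added; fluorescence polarization (620/688 nm) read before and after 90 min at 30 °C.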
Vif-A3G inh: Vif-A3G binding inhibition | Q9HC16 | HeLa A3G-eYFP + Vif (tagged APOBEC3G with the HIV-1 protein that degrades it), YFP fluorescence, overnight | Potency, µM (titrated, usually from 46.1 µM), for the others: at the highest dose activity, negative = active, most hits filed as inhibitors | actives 0.076% (n = 410,000);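 also: potency is read from the fitted curve at half-maximal effect; % is scaled to controls: 0 for no effect and ±100 for the full control effect; nearly all actives have a fitted effect of over 60% in size; hits raise eYFP signal because A3G escapes Vif-driven loss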
Target sequence (Q9HC16 whole entry, looked up): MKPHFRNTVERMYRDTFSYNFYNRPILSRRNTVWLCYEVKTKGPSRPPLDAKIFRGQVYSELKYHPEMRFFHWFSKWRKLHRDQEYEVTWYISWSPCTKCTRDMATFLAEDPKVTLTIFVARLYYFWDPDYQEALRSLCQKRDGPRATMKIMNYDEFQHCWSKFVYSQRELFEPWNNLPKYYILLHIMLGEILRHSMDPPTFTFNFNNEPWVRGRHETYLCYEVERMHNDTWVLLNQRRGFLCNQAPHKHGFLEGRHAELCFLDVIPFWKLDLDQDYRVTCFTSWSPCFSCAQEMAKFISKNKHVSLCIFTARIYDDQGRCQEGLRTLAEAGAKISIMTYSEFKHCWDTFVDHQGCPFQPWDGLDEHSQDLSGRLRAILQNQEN
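HeLa cells stably expressing Vif and C-terminally eYFP-tagged A3G, seeded overnight at 37 deg C, then exposed to compound by pintool overnight at 37 deg C. Rise in yellow fluorescence (Ex 488/Em 500-530, Acumen) marks blocked Vif-driven A3G degradation.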
D2 agonist: activates the human D2 dopamine receptor; P14416; HEK293 T-REx D2 cells, calcium flux agonist mode; activation, % at 2 µM; actives 0.53% (n = 340,000); AID 485358;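 active = activation over 3 SD above normal in the single-dose calcium agonist read, cut at about 30% in these data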; also: 0% is about no effect
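Calcium-flux readout, 1 cycle/sec over 180 s following compound pin transfer, in inducible HEK293 Trex D2 cells (force-coupled); dopamine controls included. Positive calcium responses during this window marked compounds as potential agonists.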
LDHA inh: inhibitors of human lactate dehydrogenase A; actives 0.15% (n = 480,000); activity change, % (values are at about 110 or 230 µM); AID 1347041; P00338; purified LDHA, NADH/diaphorase-resazurin fluorescence; active compounds read low; in the data active = activity change below about -30%; inconclusive = mostly about -25% to -30%;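 also: plate controls were DMSO wells for no effect and wells without enzyme for full effect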
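Human LDH5 (2 nM) was incubated with 0.06 mM NADH and 0.2 mM pyruvate for 5 min at room temperature in Tris pH 7.4. Remaining NADH was coupled through diaphorase/resazurin, and resorufin fluorescence was read at 0 and 20 min.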
GRP78 ERSR act: inducers of ER stress response in human glioma cells; U87-MG GRP78 promoter luciferase reporter, 16 h; Potency, µM, inactives show top-dose activation, usual class: activators; actives 0.02% (n = 420,000); also: potency is read from the fitted curve at half-maximal effect; series mostly up to about 76 µM; % of control where 0% means no effect; nearly all actives have a fitted effect of over 35% in size
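ERSR induction read as luciferase luminescence (Bright-Glo, 10 min at room temperature) in stably transfected human U87-MG glioma cells exposed to compounds for 16 h, using GRP78 as sensor.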
* = called active by the depositor; ? = inconclusive; . = no result given; & = joins results of further samples; [ ] = another dose, or the depositor's remark. Unless noted, calls follow the shape of the dose curve; as a rule, active = well fitted curve in the direction sought with a large enough effect; inconclusive = small, poorly fitted or top-dose-only effect, or another doubt; inactive = no such curve, though single readings can be large; an effect the other way counts as inactive or inconclusive.

SMILES | ALOX12 inh | Vif-A3F inh | ERG Ets-DNA blk | D2 antagonist | RGS4 inh | Vif-A3G inh | D2 agonist | LDHA inh | GRP78 ERSR act
CN1C(=O)Cc2cc(S(=O)(=O)CCC(=O)Nc3ccc(Cl)c(C(F)(F)F)c3)ccc21 | -17% | 1% | 9% | . | 4% | -3% | -0.3 | 0 | -3%
Nc1ccc2nc(CCCCc3nc4ccccc4[nH]3)[nH]c2c1 | ? | -1% | -8% | -20 | -39% | -6% | 0.0 | 7 | 0%
CCOC(=O)c1ccc(-n2c(CCC(=O)O)ccc2-c2ccc(Br)cc2)cc1 | ? | 1% | -2% | . | -49% | -6% | . | 0 | 7%
N#C/C(=N\Nc1cccc(C(F)(F)F)c1)C(=O)c1csc(-c2cccnc2)n1 | ? | 0% | -8% | 3 | -25% | -8% | 3.3 | 1 | -6%
Cc1cccc(NS(=O)(=O)c2cc(C(=O)N3CCc4ccccc4C3)ccc2Cl)c1C | -1% | 7% | -1% | 10 | -24% | 1% | -0.1 | 4 | -1%
O=c1c2ccccc2nc2c3ccccc3cnn12 | 2% | 2% | 3% | -6 | 7% | 5% | -0.1 | -7 | 7%
CC(=O)Nc1ccc(Nc2nnc(-c3ccc(O)cc3)c3ccccc23)cc1 | -15% | -27% | -13% | 7 | -33% | -8% | 0.6 | -9 | -3%
O=C(CCc1ccccc1)Nc1nc2ccc(S(=O)(=O)N3CCOCC3)cc2s1 | -18% | 0% | 1% | 6 | 22% | -12% | 2.6 | -6 | -8%
O=C(NNC(=O)c1cccs1)c1ccc(F)cc1 | 31%[activator] | -4% | 5% | -26 | 8% | -2% | 0.0 | -4 | 1%
O=C(NCc1ccccc1)N1CCC(CO)(CCc2ccccc2)CC1 | -13% | -4% | -4% | 5 | 5% | 8% | 0.5 | -2 | -3%
COc1cc(NS(=O)(=O)c2ccc3[nH]c(=O)oc3c2)cc(OC)c1 | ? | 2% | -1% | 13 | 13% | -5% | 0.8 | -14 | -6%
CCSC1=NCCN1C(=O)c1ccc(S(=O)(=O)N(CC)CC)cc1 | 4% | -7% | -1% | 5 | -8% | 5% | -0.4 | -7 | 1%
CCOC(=O)c1ccc(S(=O)(=O)N2CCN(CCC#N)CC2)cc1 | 166%[activator] | -5% | -8% | 18 | -6% | 2% | 0.4 | -7 | -2%
COCCn1c(C)cc(/C=C2/SC(=O)N(CC(=O)N3CCCC3)C2=O)c1C | ? | -15% | -3% | 34* | -1% | 0% | 1.7 | -2 | -2%
CC(=O)Nc1nonc1-c1nnc(SCc2ccccc2F)n1C | -3% | 0% | -2% | . | 10% | -4% | -1.6 | -4 | 5%
CCOC(=O)c1sc(=NC(=O)c2ccc(Cl)s2)n(C)c1C | 7% | 0% | 5% | -5 | 26% | 1% | -0.3 | -10 | 3%
Cc1ccc(S(=O)(=O)N2CCN(C(=O)C3CSC4(C)CCC(=O)N34)CC2)cc1C (configuration not stated) | 22% | 1% | -1% | -26 | -3% | 0% | -0.1 | -3 | -4%
CCCCCCc1ccc(N2C[C@H](Cc3ccccc3)[C@@H](CC(=O)Nc3ccccc3)C2=O)cc1 | 3% | -3% | -2% | 18 | -4% | 5%&0% | 1.8 | -1 | -1%&-2%
O=S(=O)(NC1CCCCC1N1CCCCC1)c1ccccc1 (configuration not stated) | -3% | -1% | 1% | -4 | -12% | -2% | 0.2 | -11 | -2%
Cn1nc(C(=O)NCCc2ccc(Cl)cc2)c2c1-c1ccccc1S(=O)(=O)C2 | 3% | -13% | 0% | -18 | 8%[56.9 µM] | 1% | -1.0 | -3 | -2%
CCOC(=O)c1c(SCC(=O)Nc2cccc(C)c2C)nc(=O)[nH]c1C | -29% | -23% | 3% | . | -7% | -1% | -0.6 | 1 | -3%
CCC1CCCCN1C(=O)Cn1c(C(=O)OC)cc2ccsc21 (configuration not stated) | -29% | -2% | 5% | 13 | 23% | 2% | -0.7 | -6 | -1%
Cc1cc(C)c(C)c(S(=O)(=O)Nc2ccccc2C(=O)NCCCN2CCOCC2)c1C | -17% | ? | -4% | 29 | 11% | -3% | 0.9 | 3 | -5%
COc1cccc(NC(=O)Cn2cc(C(=O)C3CCCCC3)c3ccccc32)c1 | 5% | 7% | -4% | . | 34% | 0% | 0.8 | -3 | -4%
COc1ccc(NC(=O)CN(C)C(=O)Cc2ccc3c(c2)OCCO3)cc1 | -15% | -4% | 9% | -32 | 11% | 1% | 0.7 | 2 | -3%
O=C(NC1=NCCS1)[C@H](Cc1ccccc1)N1C(=O)c2ccccc2C1=O | -17% | 9% | 0% | . | 4% | 0% | . | -6 | 0%
NS(=O)(=O)c1ccc(NC(NC(=O)c2cccnc2)C(Cl)(Cl)Cl)cc1 (configuration not stated) | -2% | 1% | 3% | -6 | 6% | -4% | 0.8 | -6 | 0%
Cc1cc(C)c2c(CN3CCCCC3C)cc(=O)oc2c1 (configuration not stated) | ? | -8% | 7% | -11 | -14% | -1% | 0.2 | -14 | 4%
CN(CC(=O)Nc1cccc(F)c1)CC(=O)Nc1ccccc1-c1ccccc1 | -2% | -17% | 2% | . | -9% | -1% | . | 5 | -3%
CCOC(=O)c1c(C)[nH]c(C)c1S(=O)(=O)N1CCCC(C(=O)NCc2cccc(C)c2)C1 (configuration not stated) | -16% | 4% | 1% | . | 2% | -3% | . | -8 | -4%
COC(=O)Cc1cc(OC)c(OC)cc1S(=O)(=O)N(C)C | 0% | -19% | 0% | 3 | -8% | -1% | -0.2 | -6 | -1%
CN1CCCCc2c1nc1ccccc1c2N (tested in a mixture with another compound) | -23% | -1% | 0% | -14 | -2% | -4% | -0.5 | -12 | -1%
CC(=O)Nc1ccc(NC(=O)CSc2nccn2C)cc1 | -7% | -1% | -6% | . | 3% | 1% | -0.1 | -5 | -3%
COc1cc(C2C(C#N)=C(C)NC3=C2C(=O)c2ccccc23)cc(OC)c1OC (configuration not stated) | 145%[activator] | -3% | . | 7 | 8% | -50% | -0.7 | -10 | -3%
O=C(Cn1c(NCCO)nc2ccccc21)c1ccco1 | -11% | -14% | . | 15 | -17% | 1% | -0.5 | -2 | -6%
O=C(CSc1nc2c(c(=O)n1-c1ccc(Br)cc1)SCC2)Nc1nccs1 | 0% | -4% | 6% | -24 | -11% | -1% | 0.0 | -3 | 0%
O=S(=O)(c1cc(Cl)ccc1Br)N1CCCCC1 | -5% | 2% | -15% | 14 | -4% | 0% | 0.6 | 0 | -5%
CCn1c(CCC(=O)O)nc2cc(S(=O)(=O)N(C)C)ccc21 | 3% | -3% | 12% | 4 | -4% | 2% | -0.4 | -8 | -1%
COc1ccc(C2C(C#N)=C(N)N(c3ncn[nH]3)C3=C2C(=O)CCC3)cc1 (configuration not stated) | 7% | -3% | 6% | 3 | ? | -5% | 0.0 | 4 | -1%
COc1cccc(NC(=O)CC(c2ccc(OC(C)C)cc2)c2ccccc2OC)c1 (configuration not stated) | 8% | -6% | -5% | 15 | 8% | -1% | -0.6 | 0 | -8%
O=C1OCCN1C(=O)[C@H]1[C@H](c2ccc([N+](=O)[O-])cc2)C(c2ccc(F)cc2)=NN1c1ccccc1 | ? | 5% | 5% | . | -28% | 2% | . | 5 | -2%&-2%

Compound profiles, as listed above. Values in the order: ALOX12 inh	Vif-A3F inh	ERG Ets-DNA blk	D2 antagonist	RGS4 inh	Vif-A3G inh	D2 agonist	LDHA inh	GRP78 ERSR act
CN1CCCCc2c1nc1ccccc1c2N (tested in a mixture with another compound) in the list: -23%	-1%	0%	-14	-2%	-4%	-0.5	-12	-1%
Cn1nc(C(=O)NCCc2ccc(Cl)cc2)c2c1-c1ccccc1S(=O)(=O)C2 in the list: 3%	-13%	0%	-18	8%[56.9 µM]	1%	-1.0	-3	-2%
CCOC(=O)c1ccc(S(=O)(=O)N2CCN(CCC#N)CC2)cc1 in the list: 166%[activator]	-5%	-8%	18	-6%	2%	0.4	-7	-2%
COC(=O)Cc1cc(OC)c(OC)cc1S(=O)(=O)N(C)C in the list: 0%	-19%	0%	3	-8%	-1%	-0.2	-6	-1%
CN(CC(=O)Nc1cccc(F)c1)CC(=O)Nc1ccccc1-c1ccccc1 in the list: -2%	-17%	2%	.	-9%	-1%	.	5	-3%

Shown as tab-separated lines: entries from further up
canonical_smiles	ALOX12 inh	Vif-A3F inh	ERG Ets-DNA blk	D2 antagonist	RGS4 inh	Vif-A3G inh	D2 agonist	LDHA inh	GRP78 ERSR act
CCOC(=O)c1c(C)[nH]c(C)c1S(=O)(=O)N1CCCC(C(=O)NCc2cccc(C)c2)C1 (configuration not stated)	-16%	4%	1%	.	2%	-3%	.	-8	-4%
COC(=O)Cc1cc(OC)c(OC)cc1S(=O)(=O)N(C)C	0%	-19%	0%	3	-8%	-1%	-0.2	-6	-1%

Only part of the results is shown, so the mix of outcomes need not match the whole.
